Bioassay records (PubChem BioAssay)
WRN helicase inh = qHTS for Inhibitors of WRN Helicase | Bifunctional 3'-5' exonuclease/ATP-dependent helicase WRN (Homo sapiens), Q14191 | 0.46% of 360,000 active | Potency, µM (series often up to 114 µM), inactives show at the highest dose activity change, negative = inhibition, most hits filed as inhibitors | WRN helicase unwinding, fluorescent forked duplex, kinetic | AID 651768, 2012; further: potency means the concentration at half of the fitted maximal effect; on the % scale 0 is the no-effect control and ±100 the full control effect; nearly all actives have a fitted effect of over 55% in size
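Kinetic red-fluorescence monitoring (525/598 nm) tracks WRN helicase activity after 100 nM fluorophore-quencher forked duplex and 2 mM ATP are added to 20 nM enzyme pretreated 15 min at room temperature with compound.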
PI5P4Ka inh = qHTS for Inhibitors of phosphatidylinositol 5-phosphate 4-kinase (PI5P4K); PI5P4Kalpha enzyme, ADP-Glo luminescence, 60 min; stronger effect = lower value; max response, %; 1.2% of 330,000 active; active means max response of -50% or lower; inconclusive means between -30% and -50%; inactive means -30% or higher; further: value at the top dose of about 77 µM; on the % scale 0 is the no-effect control and ±100 the full control effect
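ADP-Glo luminescence end-point read after a 60 min room-temperature kinase reaction of PI5P4Kalpha plus substrate, initiated with ATP at 5 microM final. Buffer: 0.038 M HEPES pH 7.4, EGTA, 0.1% CHAPS, 5% DMSO.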
CCT modulator = High-Throughput Screening for Modulators of Cytosolic Chaperonin Activity | purified chaperonin ATPase assay, HTRF ADP detection, 30 min | activity change, % (concentration not given with the values), hits read low | 0.3% of 360,000 active | AID 651819, 2012; in the data active means activity change below about -30%; further: on the % scale 0 is the no-effect control and ±100 the full control effect
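Enzyme 40 or 20 nM (batch-dependent) in Tris pH 7.4/KCl/MgCl2/DTT; cpd 76 uM single point; ATP 10 uM; 30 min 37 °C; Transcreener ADP HTRF detection, 30 min RT; ratio 665/615.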
EPAC1 agonist = qHTS for Agonist of cAMP-regulated guanine nucleotide exchange factor 3 (EPAC1): primary screen | Rap guanine nucleotide exchange factor 3 (Homo sapiens), O95398 | Potency, µM (doses to about 154 µM), for the others: at the top dose activation, hits mostly activators | EPAC1 agonist qHTS, biochemical assay; response scale: 100% = response to 6.5 mM cAMP | 0.073% of 360,000 active | AID 720707, 2013; further: potency means the concentration at half of the fitted maximal effect; nearly all actives have a fitted effect of over 60% in size
Target sequence (O95398 whole entry, looked up): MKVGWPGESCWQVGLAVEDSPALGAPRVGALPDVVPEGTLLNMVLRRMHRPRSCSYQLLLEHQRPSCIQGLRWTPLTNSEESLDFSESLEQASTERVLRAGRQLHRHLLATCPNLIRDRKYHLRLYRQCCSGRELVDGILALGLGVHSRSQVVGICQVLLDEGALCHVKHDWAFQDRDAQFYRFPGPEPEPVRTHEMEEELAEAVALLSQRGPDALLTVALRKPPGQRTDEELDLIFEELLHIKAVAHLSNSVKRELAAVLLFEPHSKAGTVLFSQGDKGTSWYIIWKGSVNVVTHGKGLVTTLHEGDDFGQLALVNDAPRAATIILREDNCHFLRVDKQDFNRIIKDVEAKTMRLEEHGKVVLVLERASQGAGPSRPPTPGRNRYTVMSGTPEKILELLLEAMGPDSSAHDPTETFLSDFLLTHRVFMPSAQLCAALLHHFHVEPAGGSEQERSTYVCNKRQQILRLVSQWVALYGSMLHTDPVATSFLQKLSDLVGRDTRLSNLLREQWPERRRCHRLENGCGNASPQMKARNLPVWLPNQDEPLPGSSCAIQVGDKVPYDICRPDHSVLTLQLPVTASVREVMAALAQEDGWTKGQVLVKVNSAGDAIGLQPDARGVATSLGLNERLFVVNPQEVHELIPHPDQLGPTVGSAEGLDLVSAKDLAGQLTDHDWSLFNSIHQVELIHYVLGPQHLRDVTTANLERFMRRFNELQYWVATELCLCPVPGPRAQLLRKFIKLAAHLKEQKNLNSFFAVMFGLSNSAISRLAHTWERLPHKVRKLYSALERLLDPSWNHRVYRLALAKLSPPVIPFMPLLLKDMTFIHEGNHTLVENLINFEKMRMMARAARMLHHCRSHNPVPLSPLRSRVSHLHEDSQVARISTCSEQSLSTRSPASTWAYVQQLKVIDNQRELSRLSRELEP
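Fluorescent GDP-exchange assay: 100 nM EPAC1 with 250 nM Rap1B preloaded with BODIPY-GDP and 50 uM GDP; compounds tested as concentration series, 5 min at room temperature, then read every 5 min for 30 min (ex 480/em 540 nm); normalized to 6.5 mM cAMP.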
EPAC1 antag = qHTS for Antagonist of cAMP-regulated guanine nucleotide exchange factor 3 (EPAC1): primary screen; 0.14% of 360,000 active; EPAC1 GEF assay, Rap1b-BODIPY-GDP exchange fluorescence; Potency, µM (highest dose often 115 µM), for inactives: top-dose activity change, negative = inhibition, usual class: inhibitors; AID 720709, 2013; Rap guanine nucleotide exchange factor 3 (Homo sapiens), O95398;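 further: potency means the concentration at half of the fitted maximal effect; plate controls were vehicle for no effect and positive control for full effect; nearly all actives have a fitted effect of over 50% in size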
PLK1 PBD inh = qHTS for Inhibitors of PLK1-PDB (polo-like kinase 1 - polo-box domain): Primary Screen | AID 720504, 2013 | Plk1 PBD binding of FITC phosphopeptide, fluorescence polarization | Potency, µM, for the others: max response, negative = inhibition, usual class: inhibitors | 2.8% of 360,000 active; further: potency means the concentration at half of the fitted maximal effect; series mostly up to about 57 µM; on the % scale 0 is the no-effect control and ±100 the full control effect; nearly all actives have a fitted effect of over 65% in size
IL-2 act = qHTS of IL-2 Activators; IL-2 activation reporter assay, cell-based qHTS; stimulated with anti-CD3/CD4/CD28 beads; in transgenic mouse T cells; activation, % (series mostly up to about 46 µM); 0.065% of 360,000 active; in the data active means activation above about 50%; inconclusive means mostly about 30% to 49%; further: 0% is about no effect
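First, unstimulated transgenic mouse T cells were exposed to compound for 60 min. Next, anti-CD3/anti-CD4-coated beads with anti-CD28 were added. Finally, after 18 h at 37 degrees C, EGFP and DsRed were imaged.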
EPAC2 ag = qHTS for Agonist of cAMP-regulated guanine nucleotide exchange factor 4 (EPAC2): primary screen. Potency, µM (series often up to 154 µM), without a hit: at the top dose activation, hits mostly activators. EPAC2 activation, biochemical qHTS; response scale: 100% = 6.5 mM cAMP response. Rap guanine nucleotide exchange factor 4 (Homo sapiens), Q8WZA2. 0.079% of 360,000 active; further: potency means the concentration at half of the fitted maximal effect; nearly all actives have a fitted effect of over 50% in size
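In this primary screen, activation is scored as increased exchange of BODIPY-GDP from Rap1B by 100 nM EPAC2, with 50 uM GDP as competitor. Signal is normalized to the 6.5 mM cAMP agonist control.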
Numbers without * were called inactive; ? = inconclusive; · = no result given; [ ] = dose if it differs, or a comment. Unless noted, the call rests on the fitted dose curve; in most records, active means well fitted curve in the direction sought with a large enough effect; inconclusive means small, poorly fitted or top-dose-only effect, or another doubt; inactive means no such curve, though single readings can be large; an effect the other way counts as inactive or inconclusive. These rows are one share of the data; rates above refer to the full screens.

Every second line gives: PI5P4Ka inh	IL-2 act	EPAC2 ag	WRN helicase inh	PLK1 PBD inh	EPAC1 agonist	EPAC1 antag	CCT modulator
O=C(CNS(=O)(=O)c1ccccc1)Nc1ccc(F)cc1F
  -1	-2.1	8%	13%	-13%	-4%	19%	0.2
CCOc1ccc(NC(=O)CN(C)C(=O)c2cc([N+](=O)[O-])ccc2N2CCOCC2)cc1OCC
  -1	0.8	2%	11%	-2%	3%	15%	0.9
Cc1cc(CNC(=O)c2ccc3oc(C(C)C)nc3c2)nn1C
  0	3.2	2%	-4%[57.1 µM]	-13%	-15%	-2%	-0.9
CCCCCC(=O)N1CC2(CC(c3cccc(NC(=O)[C@@H]4CCC(=O)N4)c3)=NO2)C[C@@H]1C(N)=O (some centres not stated)
  -2	0.6	11%	6%	-13%	1%	-4%	-0.5
CCOc1cccc(OCCOCCn2cnc3ccccc3c2=O)c1
  1	3.6	10%	-2%	-4%	7%	2%	-0.9
CC1CC(C)CN(C(=O)COc2ccc(-c3nnco3)cc2)C1 (configuration not stated)
  -2	0.0	-9%	6%	1%	-5%	8%	-0.2
Brc1ccc2nc(-c3ccncc3)c(NC3CCCC3)n2c1
  3	-2.8	-9%	1%	3%	-9%	-5%	-36*
O=C(COC(=O)CCc1ccc(S(=O)(=O)N2CCOCC2)cc1)NC1CCCC1
  11	-0.5	3%	1%	-13%	3%	-16%	0.0
CC(=O)c1ccc2c(c1)C1C=CCC1C(c1ccc(S(=O)(=O)N3CCOCC3)cc1)N2 (configuration not stated)
  -65*	0.0	-7%	?	-10%	-2%	-1%	-3.2
CC1(C(=O)Nc2ccc(Cl)c(Cl)c2)CCN1CCc1ccccc1 (configuration not stated)
  16	-0.4	10%	-3%	-4%	-1%	-7%	-4.4
Cc1ccccc1C(=O)N1CCC(C(=O)N2CCN(S(=O)(=O)c3ccccc3F)CC2)CC1
  2	1.4	14%	-11%	-13%	0%	-18%	-1.0
CN(C(=O)c1cccc(NC(=O)Cc2ccc(NC(=O)C3CCN(C(=O)C4CC4)CC3)cc2)c1)C1CCCCC1
  4	-0.1	-4%	7%	-4%	-19%	1%	-0.2
COc1ccc([C@H]2[C@@H](C#N)[C@H](C#N)N3CCCN23)cc1
  0	-3.0	3%	0%	-14%	0%	4%	-0.2
O=C1N(Nc2ccccc2)C(c2ccc(Br)cc2)C12CCCCC2 (configuration not stated)
  0	-0.6	-5%	2%	-3%	7%	-24%	-0.4
COc1cccc(OCC(=O)NC2CCS(=O)(=O)C2)c1 (configuration not stated)
  -4	-5.7	1%	1%	-6%	-3%	-12%	0.0
COCCCNC(=O)c1ccccc1N(Cc1ccccc1)S(=O)(=O)c1ccc(OC)cc1
  -1	0.0	9%	10%	-3%	0%	2%	2.6
CCC(=O)NNc1cccc(Cl)n1
  -1	2.5	11%	8%	-3%	7%	5%	-1.6
CCOCCn1c(CN2CCN(C)CC2)nc2c1c(=O)n(C)c(=O)n2C
  8	-1.6	-2%	-6%	-10%	-11%	-21%	-1.9
Cc1ccc(OCCSc2nc3ccccc3n2CC(=O)O)cc1
  3	0.3	6%	-25%	-15%	7%	7%	-1.6
O=C(CCSc1ccc(Cl)cc1)N1CCN(c2ccc(O)cc2)CC1
  -1	0.6	15%	-11%	-16%	10%	9%	3.1

Three entries from above in a different format:
canonical_smiles	PI5P4Ka inh	IL-2 act	EPAC2 ag	WRN helicase inh	PLK1 PBD inh	EPAC1 agonist	EPAC1 antag	CCT modulator
CC1CC(C)CN(C(=O)COc2ccc(-c3nnco3)cc2)C1 (configuration not stated)	-2	0.0	-9%	6%	1%	-5%	8%	-0.2
Brc1ccc2nc(-c3ccncc3)c(NC3CCCC3)n2c1	3	-2.8	-9%	1%	3%	-9%	-5%	-36*
O=C(COC(=O)CCc1ccc(S(=O)(=O)N2CCOCC2)cc1)NC1CCCC1	11	-0.5	3%	1%	-13%	3%	-16%	0.0

New compounds follow
Every second line gives: PI5P4Ka inh	IL-2 act	EPAC2 ag	WRN helicase inh	PLK1 PBD inh	EPAC1 agonist	EPAC1 antag	CCT modulator
COc1cc(/C=N/Nc2nc(Nc3ccc(C)cc3)nc(-n3nc(C)cc3C)n2)cc(OC)c1OC
  ·	-4.1	-15%	-31%	-5%	5%	-7%	0.9
CC(C)NC(=O)NC(=O)COC(=O)c1cc[n+]([O-])cc1
  -2	-1.9	5%	?	-10%	9%	-6%	-0.1
NNC(=O)c1nc(-c2cccc(-n3cccc3)c2)no1
  -7	-0.1	9%	-2%	2%	2%	-3%	1.0
O=C1OCC(CO)(CO)N=C1NNc1ccccc1Cl
  ·	-1.1	4%	-1%	-9%	3%	4%	0.8
COc1ccc(NC(=O)c2nc[nH]c2C(=O)N[C@@H](CC(C)C)C(=O)OC(C)(C)C)cc1
  17	-0.8	-5%	-7%	-17%	-25%	-28%	-1.9
CC(C)=NNc1nc2c(c(=O)[nH]c(=O)n2C)n1CCCc1ccccc1
  ?	2.4	-4%	-3%	-7%	8%	-21%	0.1
CCc1ccc(NC(=O)C(C)OC(=O)c2ccc(NS(=O)(=O)c3ccc(C)c([N+](=O)[O-])c3)cc2)cc1 (configuration not stated)
  9	-1.3	7%	-2%[11.6 µM]	?	-2%	-14%	-1.5
CCCCn1c(N)c(N(CCOC)C(=O)CC(NC(=O)c2ccccc2)c2ccccc2)c(=O)[nH]c1=O (configuration not stated)
  5	-2.2	2%	11%	-2%	4%	13%	0.6
O=C(CN1CCCC1)NC(c1ccccc1)c1ccccc1
  -2	-0.4	7%	3%	-4%	1%	4%	-1.9
Cc1ccc(NC(=O)Cn2cnc(C(=O)Nc3ccc(C)c(C)c3)n2)cc1C
  2	-0.2	-1%	-5%	6%	6%	-14%	-2.3
CCOC(=O)c1c[nH]n2c(=S)ncnc12
  -26	-1.9	0%	3%	1%	-6%	-1%	-0.6
CN(CCOC(=O)C1c2ccccc2Oc2ccccc21)C(C)(C)C
  3	3.3	1%	-1%	-10%	1%	-12%	-0.4
COc1cc(C(=O)NC(=S)Nc2ccc(NC(=O)c3ccco3)cc2)cc(OC)c1OC
  1	-0.3	-3%	-10%	-3%	-6%	-29%	-2.5
COc1ccc(N2CC(C(=O)N3CCN(c4ccccc4)CC3)CC2=O)cc1 (configuration not stated)
  -3	-0.8	2%	2%	1%	4%	-1%	-1.8
CCN(CC)c1ccc(N2C(=O)/C(=C/c3cccs3)SC2=S)cc1
  5	-3.6	9%	-4%	-4%	3%	-4%	-1.0
CCCNC(=O)c1ccc(N2CC3CC(C2)c2cccc(=O)n2C3)c(NC(=O)Nc2ccc(CC)cc2)c1 (configuration not stated)
  3	-1.5	-3%	-4%	-1%	-1%	-11%	0.5
CCOC(=O)c1ccc(NC(=O)C2C3CCCCC32)cc1 (configuration not stated)
  -3	-0.7	10%	-24%	-4%	0%	-11%	0.2
CCc1cc(=O)n2c([nH]c3ccccc32)c1C#N
  ?	-0.9	5%	0%	-1%	-5%	21%	-0.5
Cc1ccc(/C(O)=C2\C(=O)C(=O)N(CC(C)O)C2c2ccc(N(C)C)cc2)cc1 (configuration not stated)
  4	0.4	2%	-4%	-6%	-2%	12%	-0.7
COc1ccc(OC)c(S(=O)(=O)N2CCCC(C(=O)NCCc3ccccc3)C2)c1 (configuration not stated)
  -6	-0.9	2%	-24%	-5%	-11%	0%	-1.0
O=[N+]([O-])c1ccc(NN=Cc2ccc(O)cc2O)nc1
  -10	-0.2	1%	-12%	-2%	-6%	-8%	-2.1
CCN(CC)CCNC(=O)C1CCN(S(=O)(=O)c2c(C)noc2/C=C/c2ccccc2F)CC1
  1	-2.6	-1%	7%	?	-1%	11%	1.1
O=C(Nc1nc(-c2ccccc2)cs1)c1ccc(Br)o1
  -9	0.8	26%	-7%	30µM*	16%	-26%	-2.9
COc1cccc(CN(CC(=O)NCC2CCCO2)C(=O)CNS(=O)(=O)c2ccccc2)c1 (configuration not stated)
  ·	2.0	1%	-7%	-10%	6%	-6%	0.7
O=C(c1cccc2c1-c1ccccc1/C2=N/O)N1CCCCC1
  ·	-2.5	3%	-13%	-7%	11%	-10%	-1.8
COc1cc(Cl)ccc1OCc1cc(C(=O)NCC(C)(C)N2CCOCC2)no1
  6	-1.3	8%	-4%	-1%	7%	15%	2.9
Cc1nccn1CCN(C)Cc1cn(Cc2ccccc2)nc1-c1ccc2c(c1)OCO2
  1	3.0	-4%	2%[57.1 µM]	-1%	0%	0%	-2.3
O=C(O)/C=C/C(=O)Nc1ccc2c(c1)NC(=O)CO2
  -25	0.6	6%	-2%	-4%	6%	6%	-0.6
c1ccc(CSc2ccc(-c3ccc4c(c3)OCO4)nn2)cc1
  3	0.9	-13%	-22%	-12%	3%	-5%	-16
CCCCN(CCCC)CCCNC(=O)c1ccc2nc(-c3ccccc3NC(C)=O)c(=O)[nH]c2c1
  5	2.6	3%	3%	-9%	-7%	-14%	0.5
CC1(C)CC2CC(C)(CN2CC(O)COc2ccccc2)C1 (configuration not stated)
  12	-0.3	2%	4%	-1%	3%	-10%	1.5
COc1ccccc1NC(=O)C1=C(C)NC2=C(C(=O)CCC2)C1c1ccc2c(c1)OCO2 (configuration not stated)
  ·	-2.5	9%	-7%	-10%	10%	-6%	-4.0
Cc1cc2nc(C3CCCCC3)c(Cc3cccc(Cl)c3)n2c(C)c1Br
  12	1.0	6%	-4%	5%	9%	-4%	0.0
CC(=O)c1ccc(NC(=O)C(C)Sc2nnc(C3CC3)n2C2CC2)cc1 (configuration not stated)
  -2	-4.4	-7%	-23%	-11%	20%	9%	-5.6
CCN(CC)c1ccc(NC(=O)CSc2ccsc2[N+](=O)[O-])c(C)c1
  ?	-2.5	3%	?	24µM*	-14%	-20%	-4.1
COc1ccc(S(=O)(=O)N2CCN(CC(=O)Nc3cccc(F)c3)CC2)cc1
  1	-4.0	7%	-11%	-10%	0%	-19%	-1.6
